High-throughput results (PubChem BioAssay)
FBW7 act: activators of human E3 ligase FBW7; Q969H0; AlphaScreen FBW7–phospho-cyclin E peptide binding, activator screen; normalized activity (activation), % at 26.1 µM; hit rate 0.13% among 650,000; in the data active means normalized activity above about 1.9%;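 further: purified mutant Fbw7 with reduced substrate affinity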
Target sequence (Q969H0 whole entry, looked up): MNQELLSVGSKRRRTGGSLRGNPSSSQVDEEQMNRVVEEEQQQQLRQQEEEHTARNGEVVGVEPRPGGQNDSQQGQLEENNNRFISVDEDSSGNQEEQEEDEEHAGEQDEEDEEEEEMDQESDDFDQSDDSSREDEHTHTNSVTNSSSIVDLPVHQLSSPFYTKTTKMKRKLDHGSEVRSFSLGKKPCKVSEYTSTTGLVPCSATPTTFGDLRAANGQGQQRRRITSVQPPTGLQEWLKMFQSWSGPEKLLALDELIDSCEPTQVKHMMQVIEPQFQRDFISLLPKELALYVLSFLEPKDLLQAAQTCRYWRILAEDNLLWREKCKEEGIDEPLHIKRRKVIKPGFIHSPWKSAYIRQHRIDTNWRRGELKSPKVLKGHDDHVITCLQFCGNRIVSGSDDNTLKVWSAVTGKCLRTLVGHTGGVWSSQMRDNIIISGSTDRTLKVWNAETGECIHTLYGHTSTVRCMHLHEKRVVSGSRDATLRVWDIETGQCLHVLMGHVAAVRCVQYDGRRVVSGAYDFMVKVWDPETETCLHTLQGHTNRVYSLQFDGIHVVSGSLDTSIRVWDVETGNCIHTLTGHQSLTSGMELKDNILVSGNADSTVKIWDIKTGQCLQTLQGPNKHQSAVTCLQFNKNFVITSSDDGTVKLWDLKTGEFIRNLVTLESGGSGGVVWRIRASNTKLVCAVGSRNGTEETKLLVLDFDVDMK
TEAD-YAP inh: TEAD-YAP interaction inhibition. inhibition, % at 9.12 µM. HEK-TIYL cells, TEAD-Gal4/YAP UAS-luciferase luminescence. hit rate 1.4% among 640,000; in the data active means inhibition above about 32%;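 further: 0% = median of test compound wells and 100% = reference inhibitor wells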
GPR151 ag: activators of human GPR151 | PathHunter beta-arrestin GPR151 cells, luminescence | Q8TDV0 | hit rate 1% among 650,000 | activation, % at 11.2 µM | AID 1508602; in the data active means activation above about 4.9%;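 further: 0% = median of compound wells and 100% = cells with positive control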
MITF inh: human MITF inhibition, primary screen. inhibition, % at 2.6 µM. AID 1259374. hit rate 0.91% among 650,000. AlphaScreen MITF homodimerization, bead proximity signal; in the data active means inhibition above about 50%;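 further: 0% = vehicle wells with protein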
An asterisk follows results filed as active; . = not tested or not shown; & = joins results of further samples.

The first 6 records (preview)
SMILES	FBW7 act	TEAD-YAP inh	GPR151 ag	MITF inh
COc1ccc(CN2CCN(Cc3ccc(F)cc3)CC2)c(OC)c1OC	-0.1	1.2	-0.2	59.9*
CN1CCCCCC1=NCCCn1cnc2c1c(=O)[nH]c(=O)n2C	0.9	0.3	-0.8	13.6
Cc1cc(S(=O)(=O)Nc2ccc(N(C)C)cc2)c(C)s1	-0.3	-1.6	-0.9	5.8
Cc1ccc(C(=O)O/N=C(\N)c2cccc([N+](=O)[O-])c2)c(C)c1	-0.1	-23.6	0.5	6.3
CC(=O)N1CCN(c2ccc(Cl)cc2)CC1	-0.1	12.4	-0.7	4.9
COCCCNC(=O)Cn1c2ccccc2c2nc(=O)cc(C)n21	0.6	3.3	-0.1	5.4

Main list, previewed entries included:
SMILES	FBW7 act	TEAD-YAP inh	GPR151 ag	MITF inh
COc1ccc(CN2CCN(Cc3ccc(F)cc3)CC2)c(OC)c1OC	-0.1	1.2	-0.2	59.9*
CN1CCCCCC1=NCCCn1cnc2c1c(=O)[nH]c(=O)n2C	0.9	0.3	-0.8	13.6
Cc1cc(S(=O)(=O)Nc2ccc(N(C)C)cc2)c(C)s1	-0.3	-1.6	-0.9	5.8
Cc1ccc(C(=O)O/N=C(\N)c2cccc([N+](=O)[O-])c2)c(C)c1	-0.1	-23.6	0.5	6.3
CC(=O)N1CCN(c2ccc(Cl)cc2)CC1	-0.1	12.4	-0.7	4.9
COCCCNC(=O)Cn1c2ccccc2c2nc(=O)cc(C)n21	0.6	3.3	-0.1	5.4
CC(C)(C)NCCCNC(=S)Nc1ccccc1F	-0.1	11.1	0.8	18.4
CC(C)N(CC(N)=O)c1nc(-c2cccs2)nc2ccccc12	-0.2	-0.3	0.6	1.6
Cc1ccccc1C(=O)NNC(=O)c1ccccc1O	-0.5	-25.6	-0.2	-6.7
O=C(COC(=O)c1ccccc1O)Nc1cc([N+](=O)[O-])ccc1Cl	0.0	7.6	0.4	18.7
CS(=O)(=O)N(CC(=O)NC1CCCC1)c1cccc(F)c1	-0.2	-4.8	3.7	-10.0
Cc1cc(C)cc(NC(=O)c2snc3c(=O)[nH]cnc23)c1	-0.1	3.0	0.7	2.1
O=[N+]([O-])c1cccc(-c2noc(CCCc3ccccc3)n2)c1	0.3	-5.3	-0.3	18.7
Cc1nc(-c2cncc(Br)c2)cc(N2CCC3(CC2)OCCO3)n1	0.1	-2.0	0.1	1.5
O=C1OC(c2ccc(Br)cc2)=N/C1=C\N1CCN(c2ccc([N+](=O)[O-])cc2)CC1	-0.1	-3.0	1.7	-3.8
COc1ccc(-c2noc(N3CCN(c4ccccc4F)CC3)n2)cc1	0.8	-22.0	-2.8	18.3
CC1=C(C(=O)Nc2cc(Cl)ccc2C(=O)O)SCCO1	0.1	5.4	-0.1	0.0
COc1cccc(COc2cn(C)c(C(=O)NCCc3ccccc3OC)cc2=O)c1	0.0	9.8	-1.7	-0.6
COc1ccccc1CNC(=O)C(CC(C)C)NC(N)=O (centres undefined)	0.2	9.6	-1.9	7.3
Cc1cccc(NC(=O)CCC(=O)OCc2ccc(Br)cc2)c1	0.6	8.2	1.3	-7.0
CCOC(CNC(=O)c1sc2ncn(Cc3ccccc3Cl)c(=O)c2c1C)OCC	-0.2	-15.2	-2.2	-8.6
CC1(C)NC(=O)C(C#N)=C(S)N1c1ccccc1	0.0	-2.9	-0.7	9.5
Cc1cc2cc(C)c3nnc(SCC(=O)O)n3c2cc1C	0.8	12.4	-0.3	5.0
Cc1c(C(=O)NNC(=O)c2ccn(C)n2)nnn1-c1nonc1N	0.6	13.1	0.4	0.4
CC(Oc1ccc(Br)cc1)C(=O)Nn1cnnc1 (centres undefined)	1.1	-2.5	-1.2	3.6
CCN(CC(=O)NC)S(=O)(=O)c1ccc(C)cc1	0.0	6.5	0.3	15.9
COc1ccc(C(NC(=O)Cc2cc3ccccc3[nH]2)C(=O)Nc2ccc3c(c2)OCCO3)cc1 (centres undefined)	0.1	-19.9	1.9	12.0
CCCCN(C)C(=O)CNC(=O)Cn1cnc2ccccc2c1=O	-0.1	-8.6	-1.3	-4.3
COc1ccc(C2(C#N)CCC(O)(C#N)CC2)cc1OC (centres undefined)	0.0	-3.5	-0.4	-1.6
COc1ccc(-c2nc(-c3cc(OC)c(OC)c(OC)c3)no2)cc1OC	0.1	5.8	-0.6	12.6
CCCCNC(=O)C(CC)Sc1nnc(-c2ccc(OCC)c(OC)c2)c(-c2ccc(OCC)c(OC)c2)n1 (centres undefined)	0.3	-2.1	0.1	13.2
CCCCNC(=O)CC1SC(=NC)N(C)C1=O (centres undefined)	0.2&0.0	6.6&7.4	-0.5&-0.1	4.3&-4.7
Cc1ccc(NCC(O)CN=C(N)N)cc1 (centres undefined)	-0.4	-18.5	2.0	-10.3
CCOC(=O)C(C)Sc1nnc(CNC(=O)c2ccc(OC)cc2)n1-c1cccc(F)c1 (centres undefined)	-0.1	-4.1	0.5	-7.6
COc1ccc(-n2c(COc3ccccc3)n[nH]c2=S)cc1	0.0	-4.8	1.0	11.7
CCOc1ccc(NC(=O)CSC2=C(C#N)C(c3ccc(Cl)cc3Cl)CC(=O)N2)cc1 (centres undefined)	0.3	2.9	-1.4	-1.1
O=c1[nH]c(CSc2nnc3ccccn23)nc2ccccc12	0.5	-4.1	-0.2	12.1
COCCN1C(=O)/C(=C\c2ccc(F)cc2)C(C(=O)OC)=C1C	0.1	-7.5	0.5	-20.8
CC1CCCC(NC(=O)CCn2c(=O)c3cccn3c3cccnc32)C1C (centres undefined)	0.0	-2.8	-3.0	11.2
COc1ccc(OC)c(C2(O)CSC(=Nc3cccnc3)N2Cc2ccco2)c1 (centres undefined)	-0.1	-10.2	0.3	3.1
CC(=O)c1ccc(NC(=O)COC(=O)/C(=C/c2cccs2)c2cccs2)cc1	-0.1	1.4	-2.3	0.0
Nc1ccccc1NC(=O)c1nc2ccccc2nc1C(O)C(O)CO (centres undefined)	0.0	-43.5	-5.5	1.1
CC(=O)Nc1ccc(S(=O)(=O)N(C)Cc2ccccc2)cc1	0.1	0.5	1.0	-11.4
Cc1cccc(CN2CCC(N3CCC(C(=O)N(C)Cc4c(C)n[nH]c4C)CC3)CC2)n1	0.5	-3.1	0.2	15.3
O=C(CSc1nc2ccccc2c(=O)n1CCC1=CCCCC1)N1CCN(c2ccccc2)CC1	0.0	8.2	0.7	-3.5
CC(=O)Nc1cccc(NC(=O)c2cc3c(=O)n4ccccc4nc3n2C)c1	0.1	-68.2	-0.7	10.5
CCCC(=O)Nc1cccc(-c2cn3ccccc3n2)c1	0.0	-41.4	-0.4	-0.4
Cc1nc(-c2ccc(NC(=O)c3ccccc3)cc2)cs1	0.0	50.7*	-9.9	-7.0
CN(CCc1ccccn1)C1CC(=O)N(c2ccccc2)C1=O (centres undefined)	-0.1	-10.5	-0.8	-19.2
Nc1ccccc1Oc1nnnn1-c1ccccc1	-0.1	5.9	0.1	12.7
CCn1c(SCC(=O)N(C)C)nnc1-c1ccco1	0.2	2.0	-0.3	16.4
CC(=O)c1ccc(C(=O)N2CCC3(CC2)CC3C(=O)NCCC2=CCCCC2)s1 (centres undefined)	0.0	-10.2	0.7	-18.4
CNC(=O)c1ccc(NS(=O)(=O)c2ccc(C)cc2)cc1	-0.1	-0.4	1.0	6.1
NC(=O)c1cccc(Nc2ccncn2)n1	0.3	-5.0	2.3	17.0
CCN(CC)CCCNC(=O)c1sc2ncn(CC(=O)N3CCCCC3C)c(=O)c2c1C (centres undefined)	0.0	-5.0	0.1	2.4
O=C(CC1CCCCC1)N1CCN(c2ccc(F)cc2)CC1	-0.1	-8.6	-0.5	-11.9
O=C(O)CCC/C=C\C[C@H]1C(=O)C=C[C@@H]1/C=C/[C@@H](O)CCc1ccccc1	.	.	2.2	-15.1
CCOC(=O)c1c(NC(=O)Cc2ccc([N+](=O)[O-])cc2)sc2c1CCCC2	-0.1	-4.9	1.7	-11.6
O=C(NC1CC1)c1cn2ccsc2n1	-0.3	-2.2	-0.5	15.3
CCC(Sc1cccc2cccnc12)C(=O)Nc1ccc(S(N)(=O)=O)cc1 (centres undefined)	-1.0	9.9	-1.5	1.7

More results
SMILES	FBW7 act	TEAD-YAP inh	GPR151 ag	MITF inh
O=C(NCc1ccc2c(c1)OCO2)c1ccc2c(c1)N(Cc1cccc(Cl)c1)C(=O)CS2	0.1	2.0	-1.4	-7.3
CC(C)(C)c1ccc(C(=O)Nc2ncc(Cc3ccc(F)cc3)s2)cc1	0.0	6.9	1.9	-2.5
COCCN1C(=O)c2[nH]nc(-c3ccccc3O)c2C1c1ccc(C)cc1 (centres undefined)	0.3	7.2	-0.7	17.2
CC(C)c1ccc(C2=C/C(=C/c3ccccc3Cl)C(=O)O2)cc1	-0.1	-4.1	1.3	8.1
Cc1cc(C)cc(N=C2NC(=O)/C(=C\c3cc(Br)c(O)c([N+](=O)[O-])c3)S2)c1	-0.1	-6.6	0.1	14.1
CC(=O)C(Sc1nnc(-c2ccncc2)o1)C(=O)N(C)C (centres undefined)	0.3	-3.5	2.8	8.3
CC(=O)N1CCc2cc(NS(=O)(=O)c3cccc(C(F)(F)F)c3)ccc21	0.1	1.6	-2.0	18.2
CC1(C)CC(=O)C(CC(=O)NC2CCCc3ccccc32)C(=O)C1 (centres undefined)	0.0	-5.2	-2.3	-3.1
CC1(C)Oc2ccc(C(=O)Nc3ccccc3)cc2N(CC(=O)Nc2ccc(F)cc2)C1=O	-0.1	-5.7	0.0	-2.1
CCCNC(=O)c1cccc(Nc2nccc3ccccc23)c1	0.0	-28.6	2.3	3.7
CCCOc1ccc(C2NC(=O)NC(C)=C2C(=O)OCCSC)cc1OC (centres undefined)	0.1	-19.3	-1.4	5.5
CC1Cc2ccccc2N1C(=O)CSc1nnnn1-c1ccc2c(c1)OCCO2 (centres undefined)	0.0	7.1	-0.8	-66.1
CN(C)C=Nc1ccnc(C(F)(F)F)c1C(=O)c1ccccc1	-0.2	-31.1	2.9	-6.5
CCNS(=O)(=O)c1ccc(CCC(=O)Nc2ccc(Oc3ccccc3)cc2)cc1	0.0	16.3	0.7	24.7
COc1cc(NC(=O)COC(=O)c2[nH]c(C)c(C(C)=O)c2C)cc(OC)c1	0.1	23.0	0.2	9.7
COc1ccccc1CNC(=O)c1cc2c(C)nc3ccccc3c2o1	0.2	19.5	0.2	10.8
CC(=O)c1ccccc1OCC(O)Cn1c(CO)nc2ccccc21 (centres undefined)	-0.2	2.0	1.1	5.1
Cc1ccc2nc(C)c(C3=NN(C(=O)CCC(=O)O)C(c4ccc(Br)cc4)C3)c(-c3ccccc3)c2c1 (centres undefined)	0.1	11.5	-0.2	-5.3
COc1cccc(N2CCN(C(=O)Cn3c4ccccc4c4nc(=O)cc(C)n43)CC2)c1	1.0	8.2	-0.5	-0.9
COc1cc([N+](=O)[O-])ccc1NC(=O)N1CCN(c2ccccc2Cl)CC1	0.0	3.8	1.6	9.3
Cc1c(C(N)=O)sc2ncn(CC(=O)Nc3cc(Cl)ccc3Cl)c(=O)c12	-0.1	-2.5	0.1	-21.7
COC(=O)c1ccc(Cc2nc3cc(C)c(C)cc3[nH]c2=O)cc1	0.2	-1.8	0.0	-5.8
O=C1CCC([N+](=O)[O-])C(c2cccc(Cl)c2Cl)N1 (centres undefined)	0.1	1.7	-2.1	14.2
O=C(CSc1nnc(SCc2ccccc2)s1)N/N=C/c1ccccc1C(=O)O	0.4	11.7	-0.2	-0.6
Cn1ncc2c(=O)n(CC(=O)Nc3ccc(F)cc3)cnc21	-0.2	-2.1	1.5	-0.5
CCN1C(=O)C(CC(=O)Nc2ccccc2)S/C1=N\c1ccccn1 (centres undefined)	-0.1	-6.5	-0.3	-11.1
CC(=O)Nc1nc(NC(C)=O)nc(-c2ccccn2)n1	-1.1	7.9	2.0	43.6
O=C(NCCc1nnc2n1CCN(CCCc1ccccc1)CC2)C1CCCCC1	0.0	3.6	0.7	1.9
COC(=O)c1ccc(C2C(C(=O)OCC3CCCO3)=C(C)NC3=C2C(=O)CC(c2cccs2)C3)cc1 (centres undefined)	-0.1	0.4	3.5	-16.8
CC(=O)Nc1ccc(NC(=O)C2CCN(c3ccc(NCc4cccnc4)nn3)CC2)cc1	0.4	5.6	-1.0	-2.2
CC(C)CN1C(=O)c2ccccc2C(C(=O)NC(C)C)C1c1cccs1 (centres undefined)	0.6	8.2	-0.6	10.2
CCOC(=O)c1ccc(NC(=O)C2C3CCC(C3)C2C(=O)O)cc1 (centres undefined)	-0.1	5.5	1.0	6.9
Cc1nc2c(C(=O)NCCCN3CCOCC3)cnn2c(C)c1Cc1ccc(F)cc1	-0.4	0.4	1.0	4.1
O=C(C1CCCCC1)N1CCCn2c1nc1ccccc12	-0.1	4.6	1.6	-12.4
Cc1ccc(S(=O)(=O)C(CNS(=O)(=O)c2ccc(Cl)cc2)c2ccco2)cc1 (centres undefined)	0.1	7.3	0.4	-24.4
CC(=O)c1cccc(NC(=O)CN(CCc2ccccc2)S(=O)(=O)c2ccccc2)c1	0.4	-3.5	-1.2	12.8
Cc1nnc(NC(=O)CSc2ccc(-c3ccc(F)cc3)nn2)s1	-0.1	-16.6	0.4	3.9
COc1ccc(S(=O)(=O)CCC(=O)Nc2cccc(SC)c2)cc1	1.0	5.2	1.1	16.9
Cn1ccnc1SCc1cc(=O)c(OC(=O)/C=C/c2ccccc2)co1	-0.2	-4.8	1.4	-6.6
CCOC(=O)c1ccc(-n2c(N)c(C(=O)Nc3ccccc3OC)sc2=S)cc1	0.2	1.6	0.4	-5.1

Compounds as they come; 3.4% or so of the library scored in one or more.
